High-throughput results (PubChem)
HT1080NT lethal: kills 2HG-producing HT-1080-NT fibrosarcoma cells | HT-1080-NT fibrosarcoma viability, CellTiter-Glo ATP luminescence, 48 h | Potency, µM (top dose mostly 46.1 µM), without a hit: at the top dose activity, negative = less viability, most hits filed as cytotoxic | hit rate 1.6% among 360,000 | AID 686970;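 also: NT is the 2HG producing partner of a matched IDH1 knockdown line; potency is read from the fitted curve at half-maximal effect; 0% = DMSO-treated cells and -100% = media-only wells without cells; nearly all actives have a fitted effect of over 55% in size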
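Fibrosarcoma NT cells, 750 per well in 5% FBS RPMI, were exposed to compound for 48 hours. Viability: CellTiter-Glo luminescence.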
KB-V1 MDR tox: kills drug-selected multidrug resistant KB-V1 cells; KB-V1 MDR cells viability, CellTiter-Glo, 72 h; Potency, µM (doses to about 46.1 µM), for the others: at the top dose activity change, negative = cytotoxicity, hits mostly cytotoxic; hit rate 3.4% among 400,000; also: potency is read from the fitted curve at half-maximal effect; % is scaled to controls: 0 for no effect and ±100 for the full control effect; nearly all actives have a fitted effect of over 60% in size
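KB-V1, DMEM (no phenol red) + 10% FBS; cpd pin-transferred, titration series; 72 h, 37 degrees C; CellTiter-Glo, luminescence. Data normalized, curve-fit.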
HT1080 IDH1KD tx: toxicity to HT-1080 IDH1 knockdown cells (counter line); HT-1080 IDH1 knockdown viability, ATP luminescence, 48 h; Potency, µM (titrated, usually from 46.1 µM), inactives show at the top dose activity, negative = toxicity, actives largely listed as cytotoxic; hit rate 2% among 360,000; AID 686971;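 also: potency is read from the fitted curve at half-maximal effect; 0% = DMSO wells and -100% = cell-free medium wells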
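Using the IDH1-knockdown HT-1080 line run in the same batch and compound series as the NT line, viability after 48 h at 37 °C was determined by CellTiter-Glo luminescence and expressed as % activity.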
ATXN viability: reduces viability in counter-screen for ATXN expression inhibitors. S2 cells (HEK-293 line with an ATXN2-luciferase reporter) viability, CellTiter-Fluor protease fluorescence, 24 h. Potency, µM (highest dose often 56.7 µM), hits mostly cytotoxic. hit rate 0.49% among 400,000; also: potency is read from the fitted curve at half-maximal effect; nearly all actives have a fitted effect of over 40% in size
IL-1B inflam inh: blocks inflammasome-driven IL-1 beta release; AID 743279; hit rate 4.7% among 360,000; THP-1 LPS/ATP IL-1B secretion, AlphaLISA, 16 h; active compounds read low; activity change, % at 57.5 µM; in the data active = activity change below about -50%; inconclusive = mostly about -30% to -49%; also: % is scaled to controls: 0 for no effect and ±100 for the full control effect
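THP-1 cells pretreated 1 hr with compounds (up to 57.5 uM final), then stimulated with LPS (250 ng/mL final) plus ATP (1.25 mM final); secreted IL-1B measured by AlphaLISA after 16 hr, decreased signal indicating inhibition.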
KB-3-1 cytotox: KB-3-1 parental cell cytotoxicity. KB-3-1 viability, CellTiter-Glo ATP luminescence, 72 h. Potency, µM (series often up to 46.1 µM), for the others: at the top dose activity change, negative = cytotoxic, most hits filed as cytotoxic. hit rate 1.4% among 400,000. AID 1347075; also: potency is read from the fitted curve at half-maximal effect; % is scaled to controls: 0 for no effect and ±100 for the full control effect; nearly all actives have a fitted effect of over 60% in size
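Screening of KB-3-1 cells (DMEM, 10% FBS, phenol-red free) ran from lowest to highest compound concentration; after 72 h at 37 °C viability was read luminescently and curves fitted.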
ATXN2 expr inh: ATXN2 expression inhibition | HEK-293 ATXN2-luciferase reporter, luminescence, 24 h | Potency, µM (titrated, usually from 57 µM), inactives show at the top dose activity change, negative = inhibition, usual class: inhibitors | hit rate 0.72% among 360,000 | AID 1745845; also: potency is read from the fitted curve at half-maximal effect; % is scaled to controls: 0 for no effect and ±100 for the full control effect; nearly all actives have a fitted effect of over 55% in size
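qHTS (up to 57 uM final) was run with 24 h compound exposure of reporter cells at 37 °C. Each well was multiplexed: SteadyGlo luminescence measured ATXN2-luciferase expression after a fluorogenic Gly-Phe-AFC viability readout (25 uM final).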
MCF10A rerep: induces DNA re-replication in MCF 10a normal breast cells; Potency, µM (highest dose often 46.1 µM), without a hit: at the highest dose activity, positive = re-replication, actives largely listed as activators; AID 624296; MCF 10A DNA re-replication, Hoechst nuclear intensity, 48 h; hit rate 2.9% among 350,000; also: potency is read from the fitted curve at half-maximal effect; % of control where 0% means no effect; nearly all actives have a fitted effect of over 50% in size
SW480 rerep: induces DNA re-replication in SW480 colon adenocarcinoma cells | SW480 DNA re-replication, Hoechst DNA content imaging, 48 h | hit rate 1.8% among 340,000 | Potency, µM (series often up to 46.1 µM), for inactives: top-dose re-replication activation, most hits filed as activators | AID 624297; also: potency is read from the fitted curve at half-maximal effect; % of control where 0% means no effect; nearly all actives have a fitted effect of over 55% in size
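Hoechst fluorescence of nuclei (405 nm excitation, 500-530 nm emission) measured by plate-scanning imager after 48 hr compound exposure at 37 C; re-replication scored as increased number of nuclei with elevated intensity.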
Active calls of the source: *; i = inactive; ? = inconclusive; · = not tested or not shown; [ ] = dose if it differs, or a comment. Unless noted, calls follow the shape of the dose curve; as a rule, active = well fitted curve in the direction sought with a large enough effect; inconclusive = small, poorly fitted or top-dose-only effect, or another doubt; inactive = no such curve, though single readings can be large; an effect the other way counts as inactive or inconclusive.

#	Structure	HT1080NT lethal	KB-V1 MDR tox	HT1080 IDH1KD tx	ATXN viability	IL-1B inflam inh	KB-3-1 cytotox	ATXN2 expr inh	MCF10A rerep	SW480 rerep
1	C[C@H](CO)N1C[C@H](C)[C@@H](CN(C)S(=O)(=O)c2ccccc2)Oc2ccc(NC(=O)NC3CCCCC3)cc2C1=O	-2%	0%	-5%	i	-1	0%	-2%	-13%	-5%
2	COc1ccc(CCNc2nc(=O)[nH]nc2C)cc1OC	0%	-5%	2%	i	5	14%	2%	2%	-14%
3	COc1ccc(CNc2ccc3c(c2)ncn3-c2ccccc2OC)cc1	-9%	16µM*	-18%	i	-91*	3%	6%	18%	?
4	CN(CC(=O)NCc1cccnc1)S(=O)(=O)c1ccccc1	15%	?	11%	i	21	-4%	3%	-10%	-18%
5	COC(=O)[C@]1(CC(C)C)N[C@H](c2ccc(-c3ccccc3)cc2)[C@@H]2C(=O)N(C)C(=O)[C@@H]21	?	0%	13%	i	-19	0%	-25%	32%	-1%
6	Cc1c(Cl)cccc1-n1c(SCC(=O)N2CCC(C(=O)O)CC2)nc2ccccc2c1=O	0%	13%	11%	i	8	-7%	-10%	18%	-11%
7	COc1ccc(-c2cn[nH]c2C)cc1	16%	-1%	14%	i	·	6%	5%	2%	-1%
8	O=C(CO/N=C/c1ccc2c(c1)OCO2)Nc1cccc(Br)c1	3%	1%	0%	i	-4	14%	-5%	9%	0%
9	CCc1ccc(C(O)c2ncc(-c3ccc(Cl)cc3)[nH]2)cc1 (stereo not given)	-26%	2%	-18%	i	3	0%	8%	·	·
10	CC1(C)NC(=O)N(CC(O)COC2CCCCC2)C1=O (stereo not given)	10%	9%	3%	i	9	-5%	0%	13%	6%
11	COc1ccc(CN(C)CCCn2ccc(NC(=O)OCc3ccccc3)nc2=O)cc1OC	1%	9%	3%	i	-8	-6%	-30%	·	·
12	COc1ccc(/C=C(/C#N)C(=O)Nc2cccnc2)cc1OC	11%	-5%	23%	i	0	5%	3%	-1%	1%
13	COc1ccc(N2C(=O)CSC23C(=O)Nc2ccccc23)cc1 (stereo not given)	-7%	1%	-1%	i	20	-4%	4%	?	-14%
14	O=C(COC(=O)c1ccc(Cl)cc1)NCC1CCCCC1	-10%	3%	-1%	i	4	-1%	-20%	1%	-5%
15	Cc1[nH]c2ccccc2c1C(=O)CSc1nnc(C2CC2)o1	21%	11%	14%	i	-20	6%	·	1%	-4%
16	CCOc1ccc(NCc2cccn2-c2nnc(N3CCC(C(=O)NCCCN4C(C)CCCC4C)CC3)s2)cc1 (stereo not given)	?	8%	?	i	-7	?	-1%	7%	26%
17	CCc1ccc(NC(=O)[C@H](CSCc2ccccc2)N2Cc3ccccc3C2=O)cc1	·	0%	·	?	·	14%	-3%	·	·
18	COc1ccc(NC(=O)c2noc3c2CCC3)cc1	-14%	4%	-10%	i	-24	2%	-16%	0%	-4%
19	Cc1ccc(S(=O)(=O)c2cn(CC(=O)Nc3ccc(C)c(Cl)c3)c3ccc(C)cc3c2=O)cc1	·	0%	·	i	·	0%	5%	·	·
20	Cc1cc(C)cc(NC(=O)CSc2nc(=O)n(Cc3ccccn3)c3c2CCC3)c1	·	5%	·	i	·	0%	6%	·	·
21	CC[C@]12c3[nH]c4ccccc4c3CCN1C(=O)C(CC(=O)NCCCOC)C[C@@H]2C(=O)N1CCN(C(=O)c2ccco2)CC1 (stereo not given in full)	6%	0%	8%	i	42	0%	3%	2%	-20%
22	COc1ccccc1NS(=O)(=O)c1cccc(C(=O)NCc2ccccn2)c1	-2%	·	-6%	i	0	·	-3%	-1%	-1%
23	O=C(NC(=S)Nc1ccc(S(=O)(=O)N2CCOCC2)cc1)c1ccccc1[N+](=O)[O-]	-3%	-23%	-8%	i	30	23%	-18%	-2%[9.22 µM]	-65%[inhibitor]
24	Cn1cc(Br)c(NC(=O)/C=C/C(=O)O)n1	0%	8%	16%	i	-3	1%	·	1%	27%
25	O=C(NNC(=O)c1sccc1-n1cccc1)c1ccc(Cl)cc1	7%	0%	7%	i	-17	13%	-33%	0%	3%
26	CC(C)C1OC(c2cccc(NC(=O)c3cccs3)c2)OCC1(C)C (stereo not given)	?	?	?	i	-75*	?	-35%	?	1%
27	O=C(O)CCCC(=O)N1N=C(c2ccco2)CC1c1ccco1 (stereo not given)	0%	-2%	-1%	i	-2	-3%	·	0%	3%
28	O=C(c1cccc(S(=O)(=O)NCc2ccccc2)c1)N1CCN(Cc2ccccc2)CC1	-1%	?	7%[9.24 µM]	i	3	-11%	-2%	-1%	-2%
29	Cc1ccc(CNC(=O)c2cc3c(C)nc4ccccc4c3o2)cc1	4%	0%	-1%	?	13	-3%	?	4%	-3%
30	O=C(CSc1nnc(-c2cnccn2)n1Cc1ccco1)c1ccc(Cl)c(Cl)c1	-7%	0%	-14%	i	-22	-10%	-16%	-3%	-3%

By substructure: the entries above containing an NH in an aromatic ring (5)
#	Structure	HT1080NT lethal	KB-V1 MDR tox	HT1080 IDH1KD tx	ATXN viability	IL-1B inflam inh	KB-3-1 cytotox	ATXN2 expr inh	MCF10A rerep	SW480 rerep
2	COc1ccc(CCNc2nc(=O)[nH]nc2C)cc1OC	0%	-5%	2%	i	5	14%	2%	2%	-14%
7	COc1ccc(-c2cn[nH]c2C)cc1	16%	-1%	14%	i	·	6%	5%	2%	-1%
9	CCc1ccc(C(O)c2ncc(-c3ccc(Cl)cc3)[nH]2)cc1 (stereo not given)	-26%	2%	-18%	i	3	0%	8%	·	·
15	Cc1[nH]c2ccccc2c1C(=O)CSc1nnc(C2CC2)o1	21%	11%	14%	i	-20	6%	·	1%	-4%
21	CC[C@]12c3[nH]c4ccccc4c3CCN1C(=O)C(CC(=O)NCCCOC)C[C@@H]2C(=O)N1CCN(C(=O)c2ccco2)CC1 (stereo not given in full)	6%	0%	8%	i	42	0%	3%	2%	-20%

2 of the compounds above, with one line to a screen:
#19 Cc1ccc(S(=O)(=O)c2cn(CC(=O)Nc3ccc(C)c(Cl)c3)c3ccc(C)cc3c2=O)cc1
#23 O=C(NC(=S)Nc1ccc(S(=O)(=O)N2CCOCC2)cc1)c1ccccc1[N+](=O)[O-]

compound no. | 19 | 23
HT1080NT lethal | · | -3%
KB-V1 MDR tox | 0% | -23%
HT1080 IDH1KD tx | · | -8%
ATXN viability | i | i
IL-1B inflam inh | · | 30
KB-3-1 cytotox | 0% | 23%
ATXN2 expr inh | 5% | -18%
MCF10A rerep | · | -2%[9.22 µM]
SW480 rerep | · | -65%[inhibitor]

Going on with the list:
#	Structure	HT1080NT lethal	KB-V1 MDR tox	HT1080 IDH1KD tx	ATXN viability	IL-1B inflam inh	KB-3-1 cytotox	ATXN2 expr inh	MCF10A rerep	SW480 rerep
31	C/C(=N\NC(=O)c1cc(O)ccc1O)c1cccc(NC(=O)c2ccc(Cl)cc2)c1	-2%	-12%	?	i	-86*	-2%	-37%	16%	13%
32	COc1ccc(N(C(=O)c2snc(C(N)=O)c2N)C(C(=O)NC2CCCC2)c2cccs2)cc1OC (stereo not given)	17%	?	21%	i	-13	3%	0%	-11%	-6%
33	CC(C)CCc1noc(CN2CCN(c3ccc(Cl)cn3)CC2)n1	1%	9%	9%	?	7	-4%	·	-4%	-1%
34	COc1cc(/C=C2/C(=N)N3C(c4ccccc4)=CSC3=NC2=O)ccc1OCC(=O)O	14%	0%	16%	i	-5	0%	·	23%	-4%
35	Cc1c(C(=O)N2CCCCC2)c(S(=O)(=O)NCc2ccc(F)cc2)c(C)n1C	0%	1%	-1%	i	10	0%	7%	2%	-37%[inhibitor]
36	CCOC(=O)C1=C(C)N=c2s/c(=C\c3ccc(OCC(=O)O)cc3)c(=O)n2C1c1ccccc1 (stereo not given)	-7%	?	-3%	i	-22	-3%	0%	-4%	-15%[9.22 µM]
37	COc1cccc2sc(Nc3nc(-c4cc5ccccc5oc4=O)cs3)nc12	5.2µM*	8.2µM*	2.1µM*	i	59	?	-6%	1.3µM*	5.2µM*
38	COc1ccc(-c2cc(C(F)(F)F)n3nc(C(=O)Nc4sc5c(c4C(=O)OC(C)C)CCC(C)C5)cc3n2)cc1 (stereo not given)	·	22%	·	i	·	19%	-3%	·	·
39	Cc1cccc(N2CCN(C(c3ccccc3)c3nnc(-c4ccccc4F)o3)CC2)c1C (stereo not given)	·	-29%	·	i	·	-17%	3%	·	·
40	O=C(Nc1nncs1)c1cccc(S(=O)(=O)N2CCCCC2)c1	1%	?	1%	i	18	2%	9%	-5%	-2%
41	COC(=O)c1c(NC(=O)c2nn(C)cc2Cl)sc2c1CCCC2	8%	5.8µM*	7%	i	·	4%	-13%	6%	-2%
42	COc1ccccc1-c1nnc(SCCN2CCOCC2)n1-c1ccc(C)cc1	0%	-13%	7%	i	17	8%	-3%	-1%	-2%
43	Cc1cc(C)n(-c2ccc(NC(=O)C3CCCCN3C(=O)c3occc3C)cc2)n1 (stereo not given)	10%	-6%	-1%	i	-3	5%	13%	-19%	-12%
44	CC(Oc1ccc2c3c(c(=O)oc2c1)CCCC3)C(=O)NCc1ccncc1 (stereo not given)	0%	11%	-4%	i	-30	-8%	-8%	-2%	0%
45	CCOc1ccc(-n2c(C)cc(/C=N/Nc3nc(C)cc(=O)[nH]3)c2C)cc1	0%	10%	6%	i	-3	-2%	-12%	0%	-14%
